Screening data as filed in PubChem.
NALP1 yeast inh: NALP1 inflammasome inhibitors in reconstituted yeast, colorimetric, S. cerevisiae, triplicate retest | S. cerevisiae NALP1/ASC/caspase-1 growth, X-gal OD620, 72 h | inhibition, % at 10 µM | 280,000 tested, 0.61% active | AID 2071, 2009; in the data active = inhibition mostly above about 24%, no sharp cut-off; inactive = mostly below about 32%; also: some compounds called inactive have numbers as strong as hits
IDE cell inh: human IDE inhibitors in live cells, primary screen, fluorescence polarization, HEK cells, FAbetaB substrate; Insulin-degrading enzyme (Homo sapiens), P14735; FAbetaB cleavage; inhibition, % at 5.59 µM; 320,000 tested, 0.41% active;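 active = percent inhibition above the average of all tested compounds plus 3 SD, set per screening campaign, cut at about 16% in these data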;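 also: IDE supplied by intact live HEK cells; FP after avidin binding of uncleaved biotin substrate so inhibition keeps polarization high; 0% = DMSO wells and 100% = 60 µM reference IDE inhibitor Ii1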
VIM-2 inhibitor: VIM-2 metallo-beta-lactamase inhibitors, primary screen, biochemical, epi-absorbance readout, Pseudomonas aeruginosa enzyme | inhibition, % at 5.6 µM | purified VIM-2, nitrocefin hydrolysis, epi-absorbance fluorescence | 290,000 tested, 0.89% active;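 active = inhibition above the mean of all tested compounds plus 3 SD, cutoff set per screening run, cut at about 7.5% in these data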;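 also: red hydrolysis product quenches plate fluorescence so inhibitors raise well fluorescence; 0% = enzyme with DMSO and 100% = DMSO without enzyme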
GPR7 antag: GPR7 receptor antagonists, primary screen, cell-based, fluorescence, single concentration. inhibition, % at 4.4 µM. Neuropeptides B/W receptor type 1 (Homo sapiens), P48145. 290,000 tested, 1.1% active. GPR7-expressing cells, fluorescence antagonist assay; in the data active = inhibition above about 16%, passing the limit was not always enough;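 also: cells stimulated with the agonist NPW; 0% = agonist with vehicle and 100% = vehicle without agonist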
Target sequence (P48145 whole entry, looked up): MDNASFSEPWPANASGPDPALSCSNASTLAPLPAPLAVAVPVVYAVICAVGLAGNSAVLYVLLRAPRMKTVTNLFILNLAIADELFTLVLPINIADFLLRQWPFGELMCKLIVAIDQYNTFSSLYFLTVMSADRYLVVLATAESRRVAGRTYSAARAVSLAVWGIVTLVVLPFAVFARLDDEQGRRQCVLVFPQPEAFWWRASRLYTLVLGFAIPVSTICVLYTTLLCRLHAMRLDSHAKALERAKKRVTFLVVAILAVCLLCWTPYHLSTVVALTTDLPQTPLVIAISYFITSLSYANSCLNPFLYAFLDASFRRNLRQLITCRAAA
IMP-1 inhibitor: IMP-1 metallo-beta-lactamase inhibitors, primary screen, biochemical, epi-absorbance readout, Pseudomonas aeruginosa enzyme | metallo-beta-lactamase IMP-1 (Pseudomonas aeruginosa) | purified IMP-1, nitrocefin hydrolysis, epi-absorbance fluorescence | AID 1556, 2009 | 290,000 tested, 0.45% active | inhibition, % at 5.6 µM;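 active = inhibition above the mean plus 3 SD of all compounds in the same screening run, cut at about 4.5% in these data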;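 also: 0% = IMP-1 with DMSO and 100% = DMSO wells lacking enzyme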
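Assay system: purified IMP-1; Quantity: IMP-1 0.2 nM before substrate addition; Medium: HEPES buffer pH 7.1 with ZnSO4 and Brij 35; Incubation: 15 min enzyme–compound preincubation, then 25 min nitrocefin reaction, 25 °C; Signal: fluorescence quenching readout, ex 480/em 530 nm; Controls: DMSO with and without IMP-1; Repeats: singlicate testing.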
PHOSPHO1 inh: PubChem AID 1565 | recombinant PHOSPHO1, absorbance phosphatase assay | inhibition, % at 13.3 µM | 290,000 tested, 1.1% active; in the data active = inhibition above about 60%
Target sequence (Q8TCT1 whole entry, looked up): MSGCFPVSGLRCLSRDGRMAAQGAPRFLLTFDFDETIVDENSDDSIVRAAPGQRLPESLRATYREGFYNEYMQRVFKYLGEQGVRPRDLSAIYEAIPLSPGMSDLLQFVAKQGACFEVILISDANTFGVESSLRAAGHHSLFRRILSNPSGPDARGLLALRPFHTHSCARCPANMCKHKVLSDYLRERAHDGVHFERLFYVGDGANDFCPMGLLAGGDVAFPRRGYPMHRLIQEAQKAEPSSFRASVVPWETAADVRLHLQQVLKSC
p-CIP stab down: p/CIP-EGFP fusion destabilizers, primary screen, fluorescence, F442A cells | 16 h | 290,000 tested, 0.01% active | AID 1984, 2009 | Q05BA5 | decrease of EGFP signal, % at 10 µM;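 active = EGFP signal decrease of at least 30% at 10 µM or well 3 SD below plate mean, unless failing retest; inactive = the rest, including hits failing retest or dose response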; also: some compounds called inactive have numbers as strong as hits; many of its hits are not listed in these tables
M18AAP inhibitor: PfM18AAP inhibitors, malaria aminopeptidase, primary screen, biochemical, QFRET, recombinant enzyme; H-Glu-NHMec fluorogenic cleavage; M18 aspartyl aminopeptidase (Plasmodium falciparum 3D7); 290,000 tested, 1.2% active; inhibition, % at 7.35 µM;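 active = inhibition above the campaign mean inhibition over all tested compounds plus 3 SD, cut at about 28% in these data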;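 also: 0% = plate median of test compound wells and 100% = 2 mM ZnCl2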
IDE cell activ: human IDE activators in live cells, primary screen, fluorescence polarization, HEK cells, FAbeta-B substrate; FAbeta-B cleavage; 0% vehicle, 100% cell-free pure enzyme wells; activation, % at 5.96 µM; 340,000 tested, 0.073% active;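 active = activation above the mean of all tested compounds plus 3 SD, set per screening campaign, cut at about 17% in these data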
Numbers without * were called inactive; · = not tested or not shown.

NALP1 yeast inh	IDE cell inh	VIM-2 inhibitor	GPR7 antag	IMP-1 inhibitor	PHOSPHO1 inh	p-CIP stab down	M18AAP inhibitor	IDE cell activ	Compound
14	-1	-2.1	-7	-4.1	7	-7	4	7	CCOc1ccc(S(=O)(=O)Nc2ccccc2C(=O)N/N=C/c2c(OC)ccc3ccccc23)cc1
17	-1	0.6	5	-0.2	25	-10	-14	0	CC(=O)c1ccc(OCc2cc(C(=O)N3CCN(C4CCCC4)C(=O)C3)no2)cc1
19	-5	-1.2	1	-2.8	12	-3	4	-2	COc1ccc(-c2ccc(SCc3cccnc3)nn2)cc1OC
-1	3	-0.5	-12	-0.1	10	6	0	4	NC(=O)CC(NC(=O)c1ccccc1)c1ccc(NC2CCCCCCC2)c([N+](=O)[O-])c1 (stereo not drawn)
-2	3	0.8	13	-1.2	-90	5	-2	2	O=C1CC(/C=C/c2ccncc2)=Nc2ccccc2N1
18	-1	-0.7	-11	-0.4	-17	-5	-1	0	O=C(Nc1ccc2cn[nH]c2c1)c1ccc(Cl)c(S(=O)(=O)N2CCOCC2)c1
24	1	-5.0	-7	-1.7	-12	14	11	-1	COc1ccc(C(c2c(C)[nH]n(-c3ccccc3)c2=O)c2c(C)[nH]n(-c3ccccc3)c2=O)cc1OC
-22	4	-2.9	-8	-4.2	20	2	0	-4	O=C(CC(NC(=O)OCc1ccccc1)C(=O)O)OCc1ccccc1 (stereo not drawn)
-18	-1	-2.7	-9	-1.1	4	6	6	3	COc1ccc(-c2nnn(CC(=O)N(CCCO)C(C(=O)NC3CCCC3)c3ccncc3)n2)cc1 (stereo not drawn)
11	3	-3.2	-13	-3.4	7	9	2	6	COc1ccc(C(=O)n2nc(-c3ccc(Cl)cc3)nc2N)cc1OC
-3	0	-2.4	-5	-1.8	8	-4	3	2	CN(/N=C/Cc1nnnn1-c1ccc(Cl)cc1)c1ccccc1
21	-7	0.8	-3	-2.6	23	-18	-12	3	COc1c(C(=O)Nc2ccc(CN3CCOCC3)cc2)cc2ccccc2c1Br
9	10	-2.9	2	-3.6	-2	-7	-9	1	O=c1cc(CSCc2ccc(Cl)cc2)[nH]c(=O)[nH]1
-15	4	-1.0	11	-3.8	12	-2	3	2	Cc1cccc(C2CC(c3ccc(Br)cc3)Nc3nc(N)nn32)c1 (stereo not drawn)
·	5	-1.6	11	-1.4	·	·	0	3	CCCn1nc(C(=O)N2CC(=O)Nc3ccccc32)c2ccccc2c1=O
6	-1	-0.5	-6	-2.1	-7	-4	4	0	COc1ccccc1NC(=O)CSc1ncn[nH]1
5	-2	-0.4	8	-4.1	26	-18	4	0	Cc1ccc(OCCCCn2ccnc2)c([N+](=O)[O-])c1
23	3	-2.3	-4	-2.1	-13	4	4	-3	CCOC(=O)[C@@H]1CCNC[C@@H]1c1ccccc1
-3	2	-2.5	0	-4.3	11	7	-5	-3	C#CCOc1ccc(Br)cc1/C=N/O
9	-1	-2.1	-6	-1.3	22	-7	0	6	Cc1ccc(S(=O)(=O)N2CCC[C@H]2C(=O)OC(C)C(=O)Nc2ncc(Cl)cc2Cl)cc1 (stereo partly drawn)
14	6	-3.8	10	-1.7	-10	-36	4	0	COc1cccc(N2CC(O)=C(c3nc4ccccc4s3)C2=N)c1
12	3	1.2	-20	-0.9	15	-21	7	0	CCOC(=O)c1sc(N2C(=O)C(O)=C(C(=O)c3ccco3)C2c2cccc(Cl)c2)nc1C (stereo not drawn)
7	9	-2.9	-28	-2.2	30	-3	3	1	COc1cccc(OC)c1C(=O)Nc1cc(C)nn1-c1nc2ccccc2[nH]1
0	·	-0.4	-17	-0.9	37	2	-4	2	CCOc1cc(/C=C(/C#N)c2ccc(Cl)cc2)cc(Cl)c1OCC(=O)O
26	2	-1.8	11	0.3	42	-2	-13	-1	Cn1c(=O)c2c(nc(CN3CCN(C(c4ccccc4)c4ccccc4)CC3)n2CCCO)n(C)c1=O

Complete entries as entered above. Order of screens: NALP1 yeast inh | IDE cell inh | VIM-2 inhibitor | GPR7 antag | IMP-1 inhibitor | PHOSPHO1 inh | p-CIP stab down | M18AAP inhibitor | IDE cell activ
Profile of O=C(CC(NC(=O)OCc1ccccc1)C(=O)O)OCc1ccccc1 (stereo not drawn) → -22 | 4 | -2.9 | -8 | -4.2 | 20 | 2 | 0 | -4
Profile of COc1c(C(=O)Nc2ccc(CN3CCOCC3)cc2)cc2ccccc2c1Br → 21 | -7 | 0.8 | -3 | -2.6 | 23 | -18 | -12 | 3
Profile of Cc1ccc(S(=O)(=O)N2CCC[C@H]2C(=O)OC(C)C(=O)Nc2ncc(Cl)cc2Cl)cc1 (stereo partly drawn) → 9 | -1 | -2.1 | -6 | -1.3 | 22 | -7 | 0 | 6

More structures follow.
NALP1 yeast inh	IDE cell inh	VIM-2 inhibitor	GPR7 antag	IMP-1 inhibitor	PHOSPHO1 inh	p-CIP stab down	M18AAP inhibitor	IDE cell activ	Compound
32	3	1.3	0	-0.1	0	-5	-12	4	COc1ccc(CCNC(=O)c2ccc(CN3CCC(Cc4ccccc4)CC3)cc2)cc1OC
16	1	-2.6	-4	-2.5	21	2	-1	4	CC(C)NS(=O)(=O)c1ccc(NC(=O)Cc2cccs2)cc1
22	·	-2.6	-9	-4.1	23	-2	5	5	Cc1ccc(-c2ccc(/C=C3/NC(=O)NC3=O)o2)cc1[N+](=O)[O-]
·	-2	-2.2	-19	-2.9	3	-7	1	·	O=C(Nc1cccc(Cl)c1)Nc1cccc(C(=O)O)c1
2	9	-4.8	1	-3.4	22	-54	9	-36	N#C/C(=C/c1ccc(N2CCOCC2)o1)C(=O)NC1CCCCC1
9	·	-2.6	-6	-3.9	0	-1	-2	-4	NC(=O)Nc1n[nH]c(-c2ccccc2)n1
6	2	-4.7	-4	-3.0	40	-2	-2	-5	CCN(CC)CCN(CC(=O)N(C1CCCCC1)C1CCCCC1)C(=O)c1cccnc1
3	-1	-3.3	15	-3.1	19	-10	-14	4	CSCC[C@H](NC(=O)c1cccs1)c1nnc2ccccn12
24	0	-0.6	5	-1.8	-12	8	-14	3	O=C(c1ccc(S(=O)(=O)c2ccccc2Cl)c([N+](=O)[O-])c1)N1CCN(Cc2ccccc2)CC1
4	1	-1.7	-4	-1.6	35	-15	-5	-3	CCCC(C(=O)NC(C)(C)C)N(CCN1CCOCC1)C(=O)CNS(=O)(=O)c1ccccc1 (stereo not drawn)
14	3	-0.4	-3	-0.6	34	5	-4	4	CN(c1ccccc1C(=O)Nc1cccc(Br)c1)S(=O)(=O)c1ccccc1
24	5	-2.7	-13	-0.7	0	-3	-1	-2	Cc1cc(C)c(C#N)c(Sc2ccc(N)cc2)n1
-6	-2	-0.4	-21	-1.3	12	-12	6	8	COc1ccc(S(=O)(=O)Nc2nc(C(F)(F)F)cs2)cc1
9	·	-1.1	0	-3.9	-7	-8	0	-4	O=C(NCc1ccc(Cl)cc1)c1nccnc1CO
11	·	-2.9	0	-3.0	8	-20	-7	0	O=C(O)c1ccc(CNC(=O)c2ccc3c(c2)C(=O)N(Cc2cccnc2)C3=O)cc1
2	0	17*	-8	-1.2	12	-2	-12	-6	Cc1ccc(Nc2c3c(nc4ncnn24)CCC3)cc1
6	3	-0.8	-3	-4.3	48	-7	2	2	COc1n[nH]c2nncnc12
·	6	-3.5	-2	-3.8	-64	-4	4	-13	c1ccc2c(-c3nnc4n3CCCCC4)cc(-c3ccncc3)nc2c1
13	-5	0.1	-1	-0.4	28	-24	3	0	CCCCc1ccc(NC(=O)c2ccc(N(C)S(C)(=O)=O)cc2)cc1
-8	8	-1.1	-4	-1.6	-2	-5	1	8	CC(C)C(NS(=O)(=O)c1ccc2c(c1)oc(=O)n2C)C(=O)N1CCN(Cc2ccccc2)CC1 (stereo not drawn)
-1	5	-2.7	-11	-5.2	23	-9	5	1	CCCC(=O)c1c(C)c2ccccc2n1C
-12	7	0.1	-12	-0.9	23	-16	-1	-8	COC(=O)CSc1nc2cc(C)cc(C)c2cc1C#N
4	3	-1.8	7	-3.8	16	5	-2	2	CN1CCN(C(=O)c2cc(-c3ccccc3)on2)CC1
-1	2	-1.4	-2	-2.6	34	-8	-1	4	CCOc1ccccc1NC(=O)NCc1ccccc1F
-7	4	0.0	-2	-1.2	41	-2	-1	-2	O=C(Nc1cccc(F)c1)/C(=C\c1cccnc1)NC(=O)c1cccs1

5 records picked at random from the list so far, as already listed:
NALP1 yeast inh	IDE cell inh	VIM-2 inhibitor	GPR7 antag	IMP-1 inhibitor	PHOSPHO1 inh	p-CIP stab down	M18AAP inhibitor	IDE cell activ	Compound
-6	-2	-0.4	-21	-1.3	12	-12	6	8	COc1ccc(S(=O)(=O)Nc2nc(C(F)(F)F)cs2)cc1
2	0	17*	-8	-1.2	12	-2	-12	-6	Cc1ccc(Nc2c3c(nc4ncnn24)CCC3)cc1
2	9	-4.8	1	-3.4	22	-54	9	-36	N#C/C(=C/c1ccc(N2CCOCC2)o1)C(=O)NC1CCCCC1
4	1	-1.7	-4	-1.6	35	-15	-5	-3	CCCC(C(=O)NC(C)(C)C)N(CCN1CCOCC1)C(=O)CNS(=O)(=O)c1ccccc1 (stereo not drawn)
-1	2	-1.4	-2	-2.6	34	-8	-1	4	CCOc1ccccc1NC(=O)NCc1ccccc1F

Next section.
NALP1 yeast inh	IDE cell inh	VIM-2 inhibitor	GPR7 antag	IMP-1 inhibitor	PHOSPHO1 inh	p-CIP stab down	M18AAP inhibitor	IDE cell activ	Compound
·	4	0.6	-2	-0.2	·	·	-7	2	COC(=O)N/N=C(C)/C=C/c1ccccc1
6	3	35*	-6	-4.0	-30	-12	1	·	O=[N+]([O-])c1cc(CN2CCN(c3cccc(C(F)(F)F)c3)CC2)c2cccnc2c1O
12	7	1.1	2	3.0	-63	-5	-6	1	COC(=O)c1[nH]c2ccc(Br)cc2c1NC(=O)CN1CCN(C2CCCCC2)CC1
8	0	-1.9	3	-2.3	-25	-10	-4	5	O=C(Nc1ccccc1)/C(=C/c1ccccc1)NC(=O)c1ccco1
24	-8	-2.4	5	-1.9	-34	-12	3	2	O=C(CSc1oc(-c2cccs2)nc1S(=O)(=O)c1ccccc1)NC1CCCCC1
18	4	-2.8	-1	0.5	7	-4	-1	7	O/N=C1\CC2(Cc3nonc31)OCCO2
-1	1	-1.1	-9	-1.8	·	-6	0	5	O=C(Nc1nc2ccccc2s1)Nc1ccc(F)cc1F
12	-1	0.7	-10	-0.8	7	-6	-15	7	COc1cc(-c2c(NC(=O)c3ccco3)oc3c(C)cccc3c2=O)cc(OC)c1OC
-15	3	11*	2	-1.7	3	-9	24	4	Oc1ccc(-c2n[nH]c(=S)n2Cc2ccccc2)cc1
